# IMPase cell inh: membrane-permeable compound that blocks inositol monophosphatase; CHO-M1 cells, IP1 accumulation, HTRF TR-FRET ratio; AID 901; inhibition (IP1 accumulation), % at 46.1 µM; 120,000 tested, under 10 active; active means well fitted curve in the direction sought with a large enough effect in the signal ratio, not every such curve was filed as active; inconclusive means small, poorly fitted or top-dose-only effect, or a change in a side signal; inactive means no such curve, though single readings can be large or run the other way; the % refers to the signal ratio;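 further: cells stimulated with carbachol in lithium chloride buffer; plate controls were DMSO basal wells for no effect and reference inhibitor wells for full effect; higher means more IMPase inhibition seen as more IP1 and lower FRET ratio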
# Target sequence (P97697 whole entry, looked up): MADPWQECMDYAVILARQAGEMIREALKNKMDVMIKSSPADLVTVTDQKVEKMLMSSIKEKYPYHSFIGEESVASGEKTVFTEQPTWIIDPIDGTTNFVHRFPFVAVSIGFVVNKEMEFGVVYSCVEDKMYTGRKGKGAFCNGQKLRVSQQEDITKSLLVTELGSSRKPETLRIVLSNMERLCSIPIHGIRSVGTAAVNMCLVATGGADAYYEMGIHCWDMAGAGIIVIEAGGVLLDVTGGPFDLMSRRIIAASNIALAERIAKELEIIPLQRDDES
#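 CHO-M1 cells (CHO stably expressing M1 receptor), compound up to 46 uM final, stimulated with carbachol (50 uM as added) in buffer with 50mM LiCl, pH 7.4, 30 min at 37C. Cytosolic IP1 read by TR-FRET; AC50 from Hill fits.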
# ALOX12 inhib: blocks human 12-lipoxygenase activity | purified 12-hLO, xylenol orange hydroperoxide absorbance | Potency, µM (highest dose often 57.1 µM), without a hit: top-dose activity change, negative = inhibition, actives largely listed as inhibitors | 150,000 tested, 0.12% active | AID 1452; further: potency means the concentration at half of the fitted maximal effect; nearly all actives have a fitted effect of over 55% in size; many of its hits are not listed in these tables
# Target sequence (P18054 whole entry, looked up): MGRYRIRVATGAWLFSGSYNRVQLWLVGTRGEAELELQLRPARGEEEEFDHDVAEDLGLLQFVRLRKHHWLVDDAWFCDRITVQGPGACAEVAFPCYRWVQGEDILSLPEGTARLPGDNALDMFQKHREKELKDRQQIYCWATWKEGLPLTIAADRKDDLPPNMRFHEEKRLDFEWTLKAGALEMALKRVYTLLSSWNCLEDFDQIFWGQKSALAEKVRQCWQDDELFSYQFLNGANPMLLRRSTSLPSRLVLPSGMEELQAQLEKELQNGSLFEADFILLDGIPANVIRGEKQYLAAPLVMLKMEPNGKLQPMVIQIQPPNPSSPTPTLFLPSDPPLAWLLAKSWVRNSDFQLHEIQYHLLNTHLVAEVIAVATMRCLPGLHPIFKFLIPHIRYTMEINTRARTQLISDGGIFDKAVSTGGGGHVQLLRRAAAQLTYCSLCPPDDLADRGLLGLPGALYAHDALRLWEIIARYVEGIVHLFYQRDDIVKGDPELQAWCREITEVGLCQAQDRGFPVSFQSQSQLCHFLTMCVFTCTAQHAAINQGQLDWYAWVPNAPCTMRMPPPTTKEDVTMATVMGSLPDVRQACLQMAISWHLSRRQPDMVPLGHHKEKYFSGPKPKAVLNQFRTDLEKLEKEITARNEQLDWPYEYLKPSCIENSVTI
#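 Purified human 12hLO (150 nM), preincubated 15 min with compound, then 40 uM arachidonic acid for 30 min, room temperature, Hepes pH 7.0 with 0.01% Triton X-100. Hydroperoxide detected by ferrous iron/xylenol orange; 573/405 nm absorbance ratio gives reaction progress.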
# 15-hLO-2 inh: 15-hLO-2 (ALOX15B) enzyme inhibition | O15296 | purified 15hLO-2, xylenol orange hydroperoxide absorbance | Potency, µM (highest dose often 57.1 µM), without a hit: at the highest dose activity change, negative = inhibition, actives largely listed as inhibitors | 110,000 tested, 0.56% active | AID 881; further: potency means the concentration at half of the fitted maximal effect; nearly all actives have a fitted effect of over 60% in size; many of its hits are not listed in these tables
#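 Enzyme 50 nM, AA 45 uM, 25 mM Hepes pH 7.5 + 0.01% Triton X-100; cpd preinc 15 min RT, rxn 90 min RT; stop/detect with 200 uM XO + 300 uM Fe(II) in 50 mM H2SO4, 30 min; A573/A405.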
# PNC inhibitor: perinucleolar compartment assembly inhibition | activity change (PNC), negative = inhibition, % at 10 µM | AID 2417 | 140,000 tested, 3.1% active | PC3M PTB-GFP, PNC prevalence imaging, 16 h; stronger effect = lower value;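 active means readout at or below -70, meaning at least 70% loss of cells showing the perinucleolar compartment, a nuclear body marking cancer cells; inconclusive means readout between -30 and a set limit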;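 further: plate controls were DMSO wells for no effect and camptothecin positive control wells for full effect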
#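 PC3M cells stably expressing PTB-GFP, 750–1000 cells/well, treated 16 h at 37 °C with compound (23 nl of library stock), in duplicate. After paraformaldehyde fixation and Hoechst stain, imaged at 20x; PNC prevalence scored by image analysis.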
# An asterisk follows results filed as active; ? = inconclusive; · = no result given; [ ] = remark or other dose. Unless noted, the call rests on the fitted dose curve; in most records, active means well fitted curve in the direction sought with a large enough effect; inconclusive means small, poorly fitted or top-dose-only effect, or another doubt; inactive means no such curve, though single readings can be large; an effect the other way counts as inactive or inconclusive. Unless noted, on the % scale 0 is the no-effect control and ±100 the full control effect. These rows are one share of the data; count on the stated rates, not on these rows.
entry	Structure	IMPase cell inh	ALOX12 inhib	15-hLO-2 inh	PNC inhibitor
1	CCOC(=O)N1CCN(CC(O)COC2CC(C)CC(C)(C)C2)CC1 (stereo not given)	20	6%	12%	38
2	Cc1cc(C)nc(SCc2cn3cc(Cl)ccc3n2)n1	0	1%	·	?
3	O=C(CSc1ncn(-c2ccccc2)n1)Nc1ccc(Br)cn1	8	-9%	?	-11
4	Cn1c(SCC(=O)n2c3c(c4ccccc42)CCCC3)nnc1-c1ccccc1	-1	-4%	-1%	0
5	CCOC(=O)N1CCN(C(=O)CN(c2cccc(C)c2)S(=O)(=O)c2ccc(C)cc2)CC1	14	-9%	0%	54
6	C=CCSc1nc2ccccc2c2nc(-c3ccccc3)nn12	-4	1%	7%	12
7	CCOC(=O)Cc1csc(NC(=O)c2cccc(N3C(=O)CCC3=O)c2)n1	-2	-4%	0%	-27
8	COc1ccc(NC(=O)C(NC(=O)c2ccccc2)C(C)C)cc1 (stereo not given)	3	-4%	-10%	?
9	CCc1cc2c(SCC(=O)c3ccc(C)cc3)ncnc2s1	9	5%	·	12
10	CC1CCN(c2c(NCC3CCC(C(=O)Nc4ccccn4)CC3)c(=O)c2=O)CC1 (stereo not given)	·	-1%	·	-119*
11	O=C(OC[C@@H](O)CO)c1ccccc1Nc1ccnc2cc(Cl)ccc12	4[20.6 µM]	2%[25.6 µM]	11%[25.6 µM]	·
12	CCOCCCNC(=O)CCSc1ccc(C)cc1	-4	5%	·	-25
13	CCc1ccc(NC(=O)COc2ccc(F)cc2C(=O)c2cnn(-c3ccccc3)c2)cc1	?	-1%	·	21
14	O=C(O)Cc1ccc(NC(=O)c2cccs2)cc1	-5	-8%	0%	-3
15	CCOC(=O)c1c(-c2ccc(C)o2)csc1NC(=O)CSc1nnnn1-c1ccccc1	0	?	?	6
16	C[N+](C)(C)CCOP(=O)([O-])OP(=O)(O)OCC1OC(n2ccc(N)nc2=O)C(O)C1O (stereo not given)	·	-1%	3%	·
17	CCOC(=O)c1ccc(N/C=C/C(=O)c2ccc(OC)c(OC)c2)cc1	-8	-5%	-8%	?
18	O=c1cc(-c2ccco2)oc2c1ccc1ccccc12	-7	-5%	-14%	?
19	COC(=O)[C@@H]1C[C@H]1[C@@H](NS(=O)(=O)c1ccc(-c2ccccc2)cc1)c1ccccc1	·	1%	-11%	·
20	CCOC(=O)C1=C(C)N(CC)C(=S)NC1c1ccc(Cl)cc1 (stereo not given)	4	?	·	?

# Continued, starting with the last five of the part before.
entry	Structure	IMPase cell inh	ALOX12 inhib	15-hLO-2 inh	PNC inhibitor
16	C[N+](C)(C)CCOP(=O)([O-])OP(=O)(O)OCC1OC(n2ccc(N)nc2=O)C(O)C1O (stereo not given)	·	-1%	3%	·
17	CCOC(=O)c1ccc(N/C=C/C(=O)c2ccc(OC)c(OC)c2)cc1	-8	-5%	-8%	?
18	O=c1cc(-c2ccco2)oc2c1ccc1ccccc12	-7	-5%	-14%	?
19	COC(=O)[C@@H]1C[C@H]1[C@@H](NS(=O)(=O)c1ccc(-c2ccccc2)cc1)c1ccccc1	·	1%	-11%	·
20	CCOC(=O)C1=C(C)N(CC)C(=S)NC1c1ccc(Cl)cc1 (stereo not given)	4	?	·	?
21	CCCC[n+]1c(-c2ccc(Cl)cc2Cl)csc1Nc1ccccc1	·	2%	·	?
22	Nn1c(SCc2ccccc2)nnc1-c1ccco1	-3	-1%	2%	31
23	COc1ccccc1[N+](=O)[O-]	·	-1%	-21%	·
24	COc1ccccc1Nc1nc(-c2c(C)[nH]c3ccccc23)cs1	·	-5%	·	?
25	COc1cc(OC)cc(-n2nnnc2SCC(=O)Nc2ccc(C(C)=O)cc2)c1	-5	4%	-9%	43
26	COc1ccc(NC(=O)Cn2nc(Cc3cccnc3)c3ccccc3c2=O)cc1OC	0	3%	-2%	?
27	CC(=O)c1cc(C(=O)Nc2ccc(C(=O)O)cc2)oc1C	-4	10%	-4%	?
28	COc1ccc(NS(=O)(=O)c2cccc(C(=O)N/N=C/c3cccs3)c2)cc1	·	0%	·	24
29	O=C(Nc1cccc(S(=O)(=O)N2CCOCC2)c1)c1c2c(nc3ccccc13)CCC2	·	-3%	·	-12
30	CNc1nc(C)c(C#N)cc1C(C)=O	2	3%	-2%	2
31	CN(Cc1nc(-c2ccccn2)no1)S(=O)(=O)c1ccc(Cl)cc1	0	-3%	1%	?
32	CC(=O)N(c1cccc(C)c1)C1SC(=O)N(c2ccccc2)C1=O (stereo not given)	8	5%	-3%	36
33	CNCC(O)Cn1c(C(F)(F)F)nc2ccccc21 (stereo not given)	-9	1%	·	-100*
34	CN(Cc1ccccc1)Cc1nc2c([nH]1)c(=O)[nH]c(=O)n2C	-2	3%	0%	-8
35	Cc1ccc(C(=O)Cn2ncsc2=N)cc1	-6	-6%	0%	-20
36	Nc1ncnc(Nc2cc(Cl)cc(Cl)c2)c1[N+](=O)[O-]	·	1%	·	?
37	COc1cc2c(cc1OC)-c1cc(NC3CC3)nc(=O)n1CC2	5	-1%	2%	23
38	N#C/C(=C(/O)COC(=O)CCc1ccc(S(=O)(=O)N2CCOCC2)cc1)c1nc2ccccc2[nH]1	6	2%	30%	?
39	Cc1cccc(NC(=O)C2CC(=O)OC23CCCC3)c1 (stereo not given)	0	3%	·	-100*
40	CCc1nc(Nc2ccccc2)c2oc3ccccc3c2n1	9	3%	4%	132
41	CC(=O)NC1C(Oc2cccc(C)c2)OC2COC(c3ccco3)OC2C1O (stereo not given)	6	-2%	·	?
42	CCc1cccc(C)c1NC(=O)C(c1ccc(O)cc1)N1CCC1=O (stereo not given)	?	-1%	-1%	10
43	O=C(Nc1ccc(Cl)cc1)C1=Cc2cc(Cl)ccc2OC1	20	-12%	0%	18
44	CC(C)N(C(=O)Cn1c(SCC(=O)N2CCN(c3ccccc3)CC2)nc2ccccc21)C(C)C	-16	-2%	7%	?
45	Cc1ccc(S(=O)(=O)N2CC=C(c3c(C)n(C)c4ccccc34)CC2)cc1	·	-5%	·	24
46	CCOC(CNC(=O)c1cccn2c(=O)c3cc(Cl)ccc3nc12)OCC	5	0%	2%	8
47	Cc1ccc2cc(/C=N/Nc3nc4ccccc4[nH]3)c(Cl)nc2c1	1	3%	·	-88*
48	COC(=O)CCCc1nc2ccccc2s1	6	2%	·	43
49	Cc1cccc2c1N1C(=O)c3c(C(=O)O)cccc3C1CC2C (stereo not given)	4	8%	·	22
50	C[C@@H]1Nc2ccc(Cl)cc2S(=O)(=O)N1	-17	-3%	9%	·
51	Cc1[nH]nc2c1C(c1ccc(-c3ccc(Cl)cc3)o1)C(C#N)=C(N)O2 (stereo not given)	·	-4%	·	-5
52	COc1ccccc1Nc1nc(-c2sc(NC(=O)CC(C)C)nc2C)cs1	0	-28%	8%	6
53	CCCn1nnnc1NC(=O)CSc1ccc(Cl)cc1	-1	-8%	3%	-27
54	OC1(c2ccc(OC(F)F)cc2)CSC(=Nc2cccnc2)N1C1CC1 (stereo not given)	8	0%	-3%	-7
55	CC(Oc1ccc(Cl)cc1Cl)c1nc(-c2ccc(NC(=O)c3ccccn3)cc2)no1 (stereo not given)	?	2%	·	81
56	COc1ccc(C(C)=O)cc1CSc1nc2ccccc2o1	12	-11%	-4%	-27
57	Cc1ccc(NC(=O)CCNS(=O)(=O)c2cccc3nonc23)cc1	15	-6%	-2%	24
58	Cc1ccc(NC(=O)/C=C/c2cccs2)c([N+](=O)[O-])c1	-7	-1%	-3%	-26
59	CCOC(=O)c1c(NC(C)=O)sc2c(O)c(CN3CCN(CC)CC3)ccc12	8	-15%	13%	-22
60	Fc1ccc(-c2ccc(-c3nn4c(-c5ccco5)nnc4s3)o2)cc1	-3	-9%	-11%	8

# Compound profiles (already shown):
# CCCn1nnnc1NC(=O)CSc1ccc(Cl)cc1 is listed as IMPase cell inh = -1; ALOX12 inhib = -8%; 15-hLO-2 inh = 3%; PNC inhibitor = -27
# CCc1cccc(C)c1NC(=O)C(c1ccc(O)cc1)N1CCC1=O (stereo not given) is listed as IMPase cell inh = ?; ALOX12 inhib = -1%; 15-hLO-2 inh = -1%; PNC inhibitor = 10

# Later entries.
entry	Structure	IMPase cell inh	ALOX12 inhib	15-hLO-2 inh	PNC inhibitor
61	Cc1cc(C)n2nc(C(=O)OCC(=O)Nc3ccc4c(c3)OC(F)(F)O4)nc2n1	8	1%	2%	13
62	COc1ccc(C(=O)NC(=S)NCc2cccnc2)cc1[N+](=O)[O-]	·	0%	·	?
63	CC(C(=O)OCC(=O)Nc1ccc2c(c1)OCO2)N1C(=O)c2ccccc2C1=O (stereo not given)	9	-30%	-2%	36
64	CC(C)=C1C(=O)C(c2ccccc2)=C2CN3C(=O)N(CCc4ccccc4)C(=O)[C@]3(Cc3ccc(C(F)(F)F)cc3)[C@H]21	·	-8%	-4%	·
65	CCOC(=O)c1[nH]c2c(c1C)C(=O)CC(c1ccco1)C2 (stereo not given)	2	-11%	-12%	-108*
66	COc1cc(C2NC(=O)NC(C)=C2C(=O)NCc2ccccc2)c(Cl)cc1O (stereo not given)	1	-1%	-7%	6
67	O=C(Nc1ccc2c(c1)OCO2)c1sc2cc(Cl)ccc2c1Cl	·	-3%	·	18
68	CCOC(=O)c1oc2ccccc2c1NC(=O)c1cccc(OC)c1	9	-6%	15%	-7
69	c1ccc(CCc2nn3c(-c4ccncc4)nnc3s2)cc1	2	15%	2%[2.29 µM]	?
70	CCC(CC)c1nnc(NC(=O)c2ccc(N3CCCC3=O)cc2)s1	?	1%	-14%	-2
71	CCN1CCN(C(=O)c2ccc3c(=O)n(Cc4ccccc4OC)c(=S)[nH]c3c2)CC1	-4	3%	21%	21
72	CCOc1ccc(C(=O)Nc2cccc(NC(=O)c3cccs3)c2)cc1[N+](=O)[O-]	·	0%	·	31
73	O=C(c1ccc(Br)o1)N(Cc1ccccc1)c1ccccn1	2	-5%	-2%	?
74	O=C(O)c1cccc(COc2ccccc2Cl)c1	-11	-4%	-9%	-17
75	CCOC(=O)c1ccccc1NC(=O)c1cccnc1	-6	3%	·	?
76	COc1ccc(N/C(C)=C2/C(=O)C(=O)N(CCO)C2c2ccc([N+](=O)[O-])cc2)cc1 (stereo not given)	7	5%	-11%	?
77	N#Cc1ccccc1Sc1ccccc1N	-6	6%	-6%	-18
78	CC1=C(C)/C(=N\OS(=O)(=O)c2ccccc2)C=CC1=O	33[activator]	-12%	?	-19
79	O=C(COC(=O)c1cc(=O)[nH]c2ccccc12)Nc1nc(-c2cccc(Br)c2)cs1	·	-1%	·	22
80	COCCn1c(=S)[nH]c2cc(C(=O)NCCc3ccc(OC)c(OC)c3)ccc2c1=O	7	-4%	-28%	26
81	COc1ccccc1C(=O)NCCNC(=O)c1ccco1	7	-1%	·	71
82	COc1ccc2[nH]c(C(O)(Cc3cccnc3)Cc3cccnc3)cc2c1	·	1%	·	-29
83	Cn1c(=O)c(C(=O)CN2CCOCC2)c(N)n(Cc2ccccc2)c1=O	3	-1%	5%	45
84	CN(C)c1cccc(C(=O)OCC(=O)Nc2ccccc2-c2ccccc2)c1	16	-2%	·	7
85	CCn1c(SCC(=O)c2[nH]c(C)c(C(C)=O)c2C)nnc1-c1ccncc1	1	-4%	0%	?
86	C=CCn1c(-c2cccs2)nc2ccccc21	-18	-3%	2%	27

# Gathered by group: the entries above with a COOH group
entry	Structure	IMPase cell inh	ALOX12 inhib	15-hLO-2 inh	PNC inhibitor
14	O=C(O)Cc1ccc(NC(=O)c2cccs2)cc1	-5	-8%	0%	-3
27	CC(=O)c1cc(C(=O)Nc2ccc(C(=O)O)cc2)oc1C	-4	10%	-4%	?
49	Cc1cccc2c1N1C(=O)c3c(C(=O)O)cccc3C1CC2C (stereo not given)	4	8%	·	22
74	O=C(O)c1cccc(COc2ccccc2Cl)c1	-11	-4%	-9%	-17
